Compound activity from PubChem.
tim23-1 inh = tim23-1 yeast growth inhibition; S. cerevisiae tim23-1 growth, BacTiter-Glo luminescence, 24 h; inhibition, % at 20 µM; actives 1.3% (n = 330,000);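 active = growth inhibition of the mutant yeast at or above 50%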;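 also: temperature-sensitive mutant grown at 25 °C; plate controls were DMSO-treated mutant yeast for no effect and medium wells lacking yeast for full effect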
697 NFkB inh = inhibitors of the PMA/ionomycin-induced NF-kB reporter in 697 B cells | AID 435022 | inhibition, % at 4 µM | 697 B-cell NF-kB luciferase reporter, 16 h | actives 0.33% (n = 330,000); in the data active = inhibition above about 35%
tim10-1 inh = inhibits growth of tim10-1 mutant yeast. inhibition, % at 20 µM. S. cerevisiae tim10-1 ts strain growth, BacTiter-Glo, 24 h. actives 2.2% (n = 330,000). AID 463190;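 active = inhibition of at least 40%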;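 also: mutant grown at 25 °C; 0% = DMSO wells with yeast and 100% = wells holding no yeast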
XBP1 UPR activ = adaptive UPR (XBP1) activation; actives 0.33% (n = 330,000); CHO-XBP1 luciferase reporter, IRE1-XBP1 UPR activation, luminescence; percent of tunicamycin response, DMSO as zero; activation, % at 20 µM;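 active = versus positive control, 20 µM dose yields 30% or more activation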;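 also: 100% = tunicamycin at 10 µg/mL and 0% = DMSO only wells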
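Signal: luciferase luminescence; Assay system: CHO-XBP1 luciferase reporter cells; Amount: one thousand reporter cells per well; Dosing: 20 µM single concentration, DMSO 1%; Benchmarks: high control tunicamycin 10 µg/mL final, low control DMSO vehicle only; Schedule: 6 h compound exposure at 37 °C, 5% CO2; Evaluation: percent activation relative to tunicamycin reference.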
UPR CHOP act = apoptotic UPR (CHOP) activation; CHO-CHOP luciferase reporter, luminescence; percent of tunicamycin response over DMSO baseline; activation, % at 10 µM; actives 0.34% (n = 330,000);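 active = at 10 µM dose, activation of 40% or more, normalized to positive control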;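 also: 100% = tunicamycin at 10 µg/mL and 0% = DMSO alone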
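System: CHO CHOP reporter cells. Amount: 500 cells per well. Buffer or medium: F12 medium, 10% FBS. Compound dosing: one dose, 10 µM in 0.5% DMSO. Incubation: 6 h compound exposure at 37 °C after overnight seeding. Technique: Steady-Glo luciferase luminescence. Benchmarks: tunicamycin and DMSO controls.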
Mdm2 MdmX PPI = human Mdm2/MdmX binding inhibition; AID 485346; SaOS-2 split-luciferase Mdm2/MdmX complementation, luminescence; inhibition, % at 8 µM; O15151+Q00987; actives 3% (n = 330,000);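 active = inhibition of at least 50% at 8 µM in the primary screen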
Target sequence (O15151 whole entry, looked up): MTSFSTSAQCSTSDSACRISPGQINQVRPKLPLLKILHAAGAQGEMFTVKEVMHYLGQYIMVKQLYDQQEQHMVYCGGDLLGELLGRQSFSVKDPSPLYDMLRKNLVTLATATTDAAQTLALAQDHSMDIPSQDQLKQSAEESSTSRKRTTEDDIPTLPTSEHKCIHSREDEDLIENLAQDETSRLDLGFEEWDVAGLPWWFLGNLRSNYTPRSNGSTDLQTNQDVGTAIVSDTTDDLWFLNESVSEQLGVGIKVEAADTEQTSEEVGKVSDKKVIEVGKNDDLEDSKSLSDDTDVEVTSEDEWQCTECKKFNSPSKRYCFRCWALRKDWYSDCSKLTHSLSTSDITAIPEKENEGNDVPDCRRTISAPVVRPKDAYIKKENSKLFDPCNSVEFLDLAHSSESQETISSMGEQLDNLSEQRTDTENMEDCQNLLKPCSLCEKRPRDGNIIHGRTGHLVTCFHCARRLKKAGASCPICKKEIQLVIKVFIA
Target sequence (Q00987 whole entry, looked up): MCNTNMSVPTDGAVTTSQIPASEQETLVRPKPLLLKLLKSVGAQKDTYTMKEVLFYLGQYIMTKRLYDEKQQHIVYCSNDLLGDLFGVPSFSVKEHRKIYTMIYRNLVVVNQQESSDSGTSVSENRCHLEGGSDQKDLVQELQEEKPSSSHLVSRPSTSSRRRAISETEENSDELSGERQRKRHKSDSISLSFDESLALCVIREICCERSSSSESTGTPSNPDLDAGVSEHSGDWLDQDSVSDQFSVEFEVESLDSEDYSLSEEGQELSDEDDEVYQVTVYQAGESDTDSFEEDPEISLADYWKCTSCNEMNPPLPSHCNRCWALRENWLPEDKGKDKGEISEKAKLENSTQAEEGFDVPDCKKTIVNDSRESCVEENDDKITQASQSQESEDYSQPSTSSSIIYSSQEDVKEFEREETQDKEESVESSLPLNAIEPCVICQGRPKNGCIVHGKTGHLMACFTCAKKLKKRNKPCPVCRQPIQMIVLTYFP
Jurkat NFkB inh = lowers PMA/ionomycin-induced NF-kB signal in Jurkat cells | PMA/ionomycin-induced NF-kB luciferase reporter, luminescence | inhibition, % at 4 µM | actives 0.53% (n = 330,000) | AID 435003; in the data active = inhibition above about 50%
TIM10 inh = growth inhibitors of TIM10 yeast strain; S. cerevisiae TIM10 strain growth, BacTiter-Glo luminescence, 24 h; inhibition, % at 10 µM; actives 1.4% (n = 330,000); AID 463195;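 active = inhibition of 40% or more at the single tested concentration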;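 also: wild-type TIM10 isogenic control strain grown at permissive 25 °C; 0% = DMSO yeast wells and 100% = minimal medium wells without yeast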
The depositor's hits bear a star.

SMILES	tim23-1 inh	697 NFkB inh	tim10-1 inh	XBP1 UPR activ	UPR CHOP act	Mdm2 MdmX PPI	Jurkat NFkB inh	TIM10 inh
Cc1nc2ccc(NC(=O)c3ccc(Cl)nc3)cc2s1	2.3	-12.8	-6.5	-1.6	1.8	-11.3	-12.0	8.3
CC(C)Cn1c(N)c(C(=O)COC(=O)C2CC(=O)N(Cc3ccccc3Cl)C2)c(=O)n(C)c1=O (stereo not drawn)	-5.9	-15.4	10.1	-7.8	-2.6	20.4	3.4	-14.7
O=C1CC(c2cccs2)CC(O)=C1C=NCCN1CCNCC1 (stereo not drawn)	-76.8	10.5	-43.0	-0.3	-1.4	22.2	-0.7	-36.6
Cc1ccc(CN(C)CC(=O)Nc2cccc([N+](=O)[O-])c2)o1	10.3	-2.0	13.3	2.7	-2.1	12.9	12.5	19.2
Cc1ccccc1SCc1noc(C(=O)NCC2CCCO2)c1C(=O)O (stereo not drawn)	-4.4	3.1	-13.3	2.7	-0.2	17.9	1.0	-0.1
Cc1[nH]c2ccccc2c1NC(=O)CN1CCN(c2cccc(C(F)(F)F)c2)CC1	5.6	1.3	24.5	3.9	-1.5	11.2	4.9	21.0
CCNC(=O)CCc1nc(-c2ccc(C)cc2)no1	13.8	9.1	-10.9	-0.7	2.3	9.4	6.7	0.6
COC(=O)c1ccccc1N=Nc1c(C)[nH][nH]c1=O	27.6	7.3	13.1	1.2	-0.1	-8.1	-0.2	18.5
COc1ccc(N2C(=O)C(CC(N)=O)N(NC(=O)c3cccc(OC)c3)C2=S)cc1 (stereo not drawn)	4.6	3.9	4.0	-3.4	-0.9	-5.4	14.8	-4.8
Cn1cc(CN2CCC(CO)(CCCc3ccccc3)CC2)c(-c2ccccc2)n1	7.1	6.9	-4.3	-1.6	-0.6	11.8	3.2	9.5
CCc1c(C)c(C#N)c2nc3ccccc3n2c1N(C)C	22.1	-10.1	28.5	-1.0	-1.1	23.1	-9.3	-0.1
O=C(CCCn1c(=S)[nH]c2cc3c(cc2c1=O)OCO3)N1CCc2ccccc2C1	15.1	-1.0	31.5	-3.5	-1.4	-2.4	7.3	6.0
CO/N=C/C(=N\Nc1ccc(OC)cc1)C(=O)c1ccc(OC)cc1	-2.4	17.2	11.8	13.2	-1.7	55.4*	34.9	12.0
O=C(CSc1nnc2c(Cl)cc(Cl)cn12)N1CCOCC1	26.1	-0.1	2.5	-3.1	-2.0	5.9	-13.6	-5.0
O=C(NNC(=O)C1CCN(c2ncccn2)CC1)c1ccncc1	6.6	10.2	-0.6	1.4	2.9	11.7	11.3	3.2
Nc1cc(C(=O)c2ccccc2)ccc1N1CCOCC1	7.5	-18.7	23.2	2.0	5.7	-7.5	-29.4	-1.1
CCN(C[C@H]1N[C@@](CC)(C(=O)OC)[C@H]2C(=O)N(C)C(=O)[C@@H]12)C(=O)Nc1ccc(C(F)(F)F)cc1	-4.8	-17.7	-8.1	-1.9	-1.7	11.7	-18.7	4.7
CC1CCCN(C(=O)COc2ccc3c(c2)OCO3)C1 (stereo not drawn)	-4.3	-22.0	3.6	-1.5	1.2	6.4	-27.0	-0.8
COc1ccc(Cn2c(=S)[nH]c3ccsc3c2=O)cc1	20.9	-9.8	51.4*	1.5	1.5	0.8	2.8	28.2
NC(=O)C1(N2CCCCC2)CCN(C(=O)NC2CCCCC2)CC1	-3.0	12.3	2.0	-3.2	-5.6	22.4	6.3	10.1
N#Cc1ccc(C23CC4(C2)[C@H](CN(CC2CCCCC2)[C@@H]4c2ccccc2)C3c2ccccc2)cc1 (stereo partly drawn)	23.9	4.4	17.8	-1.2	-0.6	9.7	17.3	17.8
CC1=CC(c2ccccc2)n2nc(NS(=O)(=O)c3ccc(C)cc3)nc2N1 (stereo not drawn)	1.1	5.7	-6.2	-1.3	0.0	-7.0	3.5	-13.6
COc1cccc(CNC(=O)CN2C(=O)COc3ccc(S(=O)(=O)N4CCCC4)cc32)c1	-6.1	-5.8	-5.5	-3.3	-1.4	-6.6	0.5	2.6
CN1CCN(C(=O)c2cn(-c3ccccc3)nc2-c2cccs2)CC1	2.8	3.3	13.4	0.6	0.1	6.1	-2.4	-0.1
CCOC(=O)c1ccccc1Cc1nc2ccccc2c(=O)[nH]1	20.9	13.6	14.1	-2.3	-1.3	15.5	-3.7	-6.2
O=c1c2ccccc2ncn1Cc1cccc2ccccc12	23.5	-2.6	13.8	11.2	-1.1	18.8	10.0	28.8
COc1ccc(-c2c(C#N)c(N)nc3c2c(=O)n(C)c(=O)n3C)cc1Cl	-72.0	3.5	-2.7	0.8	-0.1	10.6	-10.2	-6.2
CCS(=O)(=O)N1CCCC(C(=O)N2CCc3ccccc3C2)C1 (stereo not drawn)	9.8	14.7	-1.1	0.2	1.1	6.5	0.0	1.5
Cc1ccccc1OCC(=O)N/N=C/c1cn(C)c2ccccc12	43.8	11.0	12.5	0.5	0.9	-5.1	9.6	15.8
C=C(C)C(=O)Nc1cccc(C2=NOC3(C2)C[C@@H](C(N)=O)N(C(=O)c2cc([N+](=O)[O-])cc([N+](=O)[O-])c2C)C3)c1 (stereo partly drawn)	0.8	-17.0	7.4	-0.4	0.5	-16.6	-18.3	-0.7

A different layout for part of the listing above:
> Nc1cc(C(=O)c2ccccc2)ccc1N1CCOCC1
  tim23-1 inh: 7.5
  697 NFkB inh: -18.7
  tim10-1 inh: 23.2
  XBP1 UPR activ: 2.0
  UPR CHOP act: 5.7
  Mdm2 MdmX PPI: -7.5
  Jurkat NFkB inh: -29.4
  TIM10 inh: -1.1
> O=C(CSc1nnc2c(Cl)cc(Cl)cn12)N1CCOCC1
  tim23-1 inh: 26.1
  697 NFkB inh: -0.1
  tim10-1 inh: 2.5
  XBP1 UPR activ: -3.1
  UPR CHOP act: -2.0
  Mdm2 MdmX PPI: 5.9
  Jurkat NFkB inh: -13.6
  TIM10 inh: -5.0

Next entries
SMILES	tim23-1 inh	697 NFkB inh	tim10-1 inh	XBP1 UPR activ	UPR CHOP act	Mdm2 MdmX PPI	Jurkat NFkB inh	TIM10 inh
COC(=O)c1cc(S(=O)(=O)Nc2ccsc2C(=O)OC)oc1C	35.0	-11.8	26.5	0.6	-0.5	9.0	-7.3	2.1
CS(=O)(=O)c1ccccc1-c1nc(-c2ccc([N+](=O)[O-])cc2)no1	11.6	6.0	13.3	1.8	4.0	-12.9	22.3	14.9
CCn1cc(S(=O)(=O)CC(=O)Nc2ccc(OC)cc2)c2ccccc21	1.9	-2.7	-9.4	0.8	1.2	-15.6	-2.6	-2.6
CC1Oc2ccccc2N(CC(=O)N2CCCCCC2)C1=O (stereo not drawn)	18.9	7.9	13.7	-3.2	0.2	3.2	-9.0	-1.2
CCCCOC(=O)CN1C(=O)c2ccc(C(=O)OCCCC)cc2C1=O	3.4	22.4	6.6	-0.7	-1.6	5.5	12.5	-1.3
O=C(NCc1ccc(F)cc1)c1cc(S(=O)(=O)N2CCCCC2)ccc1N1CCOCC1	4.2	11.2	9.5	-0.3	-1.6	19.1	-2.8	7.5
CNC(=O)c1c(O)c2cccc3c2n(c1=O)CCC3	48.7	-30.3	-13.7	-1.3	-0.1	74.5*	-27.6	30.7
CCCCN1C(=O)C(CC(=O)NCC)SC1=Nc1ccccc1 (stereo not drawn)	17.7	17.9	5.3	-1.6	-0.1	19.4	9.8	8.3
Cc1ccc(-c2cc3onc(-c4ccccc4)c3c(=O)n2C)cc1	11.6	-346.4	21.7	-6.7	-4.3	72.7*	-100.3	-3.7
CC1=CC2=NC(=O)/C(=C\c3cccn3CCOc3cc(C)cc(C)c3)C(=N)N2O1	25.6	1.6	10.2	1.0	0.7	11.3	-3.4	10.9
Cn1c(SCc2cc(=O)[nH]c3ccccc23)nnc1-c1ccc(Br)cc1	6.4	0.7	19.4	-2.3	0.2	10.0	3.8	3.9
CCCCOc1nc2ccccc2nc1NS(=O)(=O)c1ccc(F)cc1	35.4	16.9	25.0	-1.8	2.2	17.1	10.3	6.8
O=C1NC(=O)/C(=C\c2ccc(O)cc2O)S1	-3.8	-42.6	5.5	1.2	0.4	9.6	-11.4	-10.6
COc1ccc(C(=O)C2CCCN(S(=O)(=O)c3ccc(C(C)=O)cc3)C2)c(C)c1 (stereo not drawn)	40.5	-33.7	37.6	-4.5	2.2	5.9	6.8	7.4
Cc1ccccc1OCC(=O)NCCNC(=O)c1cccnc1	-0.2	1.2	-11.2	-4.0	1.2	3.7	9.6	3.5

Random excerpt: 5 entries already listed, in no set order.
SMILES	tim23-1 inh	697 NFkB inh	tim10-1 inh	XBP1 UPR activ	UPR CHOP act	Mdm2 MdmX PPI	Jurkat NFkB inh	TIM10 inh
O=C(NNC(=O)C1CCN(c2ncccn2)CC1)c1ccncc1	6.6	10.2	-0.6	1.4	2.9	11.7	11.3	3.2
COC(=O)c1ccccc1N=Nc1c(C)[nH][nH]c1=O	27.6	7.3	13.1	1.2	-0.1	-8.1	-0.2	18.5
Nc1cc(C(=O)c2ccccc2)ccc1N1CCOCC1	7.5	-18.7	23.2	2.0	5.7	-7.5	-29.4	-1.1
COc1cccc(CNC(=O)CN2C(=O)COc3ccc(S(=O)(=O)N4CCCC4)cc32)c1	-6.1	-5.8	-5.5	-3.3	-1.4	-6.6	0.5	2.6
Cc1ccccc1OCC(=O)N/N=C/c1cn(C)c2ccccc12	43.8	11.0	12.5	0.5	0.9	-5.1	9.6	15.8

Following part
SMILES	tim23-1 inh	697 NFkB inh	tim10-1 inh	XBP1 UPR activ	UPR CHOP act	Mdm2 MdmX PPI	Jurkat NFkB inh	TIM10 inh
COc1ccc(C2=NN(C(=O)CN3CCCCC3)C(c3ccc(C)cc3)C2)cc1 (stereo not drawn)	28.6	15.0	16.1	0.5	0.6	-6.3	10.3	-7.3
O=C(COC(=O)CNC(=O)c1ccccc1F)NCCNC(=O)COC(=O)CNC(=O)c1ccccc1F	-8.4	-39.6	3.7	-3.1	0.5	-31.7	1.2	8.5
COc1ccc(C(=O)N2CCN(C(=O)Cc3ccccc3)CC2)cc1OC	5.5	8.3	-7.7	3.2	-1.0	0.8	5.4	-0.5
CC1CCCN(c2nc(-c3cccnc3)nc3scc(-c4ccccc4)c23)C1 (stereo not drawn)	16.4	-24.1	20.7	2.3	4.0	15.1	0.6	16.1
O=C(NCc1ccc2c(c1)OCO2)c1ccc(CS(=O)(=O)c2ccc(Br)cc2)o1	7.9	-22.1	23.6	-6.0	-0.7	-8.1	4.4	-0.9
O=C(CN(c1ccccc1)S(=O)(=O)c1ccccc1[N+](=O)[O-])Nc1ccccc1C(=O)N1CCOCC1	6.2	-15.4	1.2	-1.1	-1.5	-5.6	2.1	-10.6
CC1CCCCC1NC(=O)Cn1c(=O)cnc2ccccc21 (stereo not drawn)	1.6	20.5	2.3	-4.3	0.8	3.8	8.7	3.9
O=C(CN1CCCc2ccccc21)N/N=C/c1ccccc1	23.3	-29.7	12.4	-2.3	3.4	0.0	-63.7	2.9
c1ccc(-c2csc(N3CCSCC3)n2)cc1	20.2	-39.4	24.2	1.5	2.2	-9.6	-33.1	4.3
CNc1nc2c(C)cccn2c(=O)c1C=Nc1ccc(OC)cc1	-9.3	25.2	11.5	5.7	1.5	12.9	4.4	10.5
CCOC(=O)C1=C(C)NC(=O)NC1c1ccsc1 (stereo not drawn)	3.1	17.0	1.1	-5.8	-0.5	6.3	15.9	5.5
COc1ccc(N(C)S(=O)(=O)c2cccc(C(=O)NC3CCCCCC3)c2)cc1	18.6	1.6	-5.0	0.1	0.8	10.8	-9.8	-11.7

3 of the entries above in order of the Mdm2 MdmX PPI value, highest first:
Compound,Mdm2 MdmX PPI
COc1ccc(C(=O)N2CCN(C(=O)Cc3ccccc3)CC2)cc1OC,0.8
O=C(NCc1ccc2c(c1)OCO2)c1ccc(CS(=O)(=O)c2ccc(Br)cc2)o1,-8.1
c1ccc(-c2csc(N3CCSCC3)n2)cc1,-9.6
